ZTA DNA inh: counter-screen for EBNA-1 inhibitors: inhibitors of Epstein-Barr virus ZTA | ZTA-DNA binding, fluorescence polarization | inhibition, % at 11 µM | actives 0.15% (n = 320,000); in the data active = inhibition above about 33%
Target sequence (P03206 whole entry, looked up): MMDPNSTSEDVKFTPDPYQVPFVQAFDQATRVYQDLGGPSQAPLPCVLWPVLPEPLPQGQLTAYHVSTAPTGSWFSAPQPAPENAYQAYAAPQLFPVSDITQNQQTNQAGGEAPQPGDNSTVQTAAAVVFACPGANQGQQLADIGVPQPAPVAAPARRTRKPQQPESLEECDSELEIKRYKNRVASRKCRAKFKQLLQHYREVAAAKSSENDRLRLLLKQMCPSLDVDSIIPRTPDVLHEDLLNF
LYPLA2 counter: LYPLA2 inhibitors, primary screen, counter-screen for PME1 inhibitor project, biochemical, fluorescence polarization, FP-Rh probe ABPP; Acyl-protein thioesterase 2 (Homo sapiens), O95372; recombinant LYPLA2; inhibition, % at 5.9 µM; actives 0.38% (n = 320,000); AID 2177, 2009;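 active = inhibition above the screen-wide mean plus 3 SD, limit set per campaign, cut at about 26% in these data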;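 note: 0% = LYPLA2 with DMSO and 100% = wells lacking LYPLA2 enzyme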
LYPLA1 inh: LYPLA1 inhibitors, primary screen, counter-screen for PME1 inhibitor project, biochemical, fluorescence polarization, FP-Rh probe ABPP; Acyl-protein thioesterase 1 (Homo sapiens), O75608; recombinant LYPLA1; inhibition, % at 5.9 µM; actives 0.16% (n = 320,000); AID 2174, 2009;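 active = inhibition above the mean of all tested compounds plus 3 SD, set per campaign, cut at about 14% in these data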;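 note: inhibitors block serine hydrolase probe labeling of LYPLA1 so polarization falls; 0% = enzyme with DMSO and 100% = wells lacking LYPLA1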
Target sequence (O75608 whole entry, looked up): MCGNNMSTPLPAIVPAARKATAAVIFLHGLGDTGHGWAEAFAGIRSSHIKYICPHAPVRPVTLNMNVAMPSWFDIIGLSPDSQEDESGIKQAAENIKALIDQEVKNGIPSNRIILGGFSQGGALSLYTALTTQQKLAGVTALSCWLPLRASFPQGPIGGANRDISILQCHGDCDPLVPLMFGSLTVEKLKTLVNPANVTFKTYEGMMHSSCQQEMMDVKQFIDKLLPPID
PREPL inhibitor: PREPL enzyme inhibitors, primary screen, biochemical, fluorescence polarization. inhibition, % at 5.96 µM. AID 2751, 2010. recombinant PREPL, fluorescence polarization activity-based probe. Prolyl endopeptidase-like (Homo sapiens), Q4J6C6. actives 0.68% (n = 320,000); in the data active = inhibition above about 43%;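 note: 0% = enzyme with DMSO and 100% = wells lacking enzyme; many of its hits are not listed in these tables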
PAD4 inh: human PAD4 inhibitors, primary screen, biochemical, fluorescence polarization, 1536-well format. Protein-arginine deiminase type-4 (Homo sapiens), Q9UM07. recombinant PAD4, RCA probe fluorescence polarization. inhibition, % at 6.36 µM. actives 0.41% (n = 330,000);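 active = percent inhibition above a cutoff equal to the mean of all tested compounds plus 3 SD, cut at about 15% in these data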;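 note: 0% = PAD4 with RCA probe and DMSO and 100% = probe without PAD4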
PAFAH2 FP inh: PAFAH2 enzyme inhibitors, primary screen, biochemical, fluorescence polarization, human; Platelet-activating factor acetylhydrolase 2, cytoplasmic (Homo sapiens), Q99487; recombinant PAFAH2, FP-rhodamine activity probe; inhibition, % at 3.39 µM; actives 0.99% (n = 340,000); AID 492956, 2010;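 active = inhibition above the mean over all tested compounds plus 3 SD, cut at about 30% in these data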;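 note: inhibitors block probe labeling of enzyme so polarization drops; 0% = enzyme with DMSO and 100% = wells lacking PAFAH2 protein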
PAFAH1B3 FP inh: PAFAH1B3 enzyme inhibitors, primary screen, biochemical, fluorescence polarization, human | Platelet-activating factor acetylhydrolase IB subunit alpha1 (Homo sapiens), Q15102 | recombinant PAFAH1B3, FP-rhodamine probe | inhibition, % at 3.39 µM | actives 0.28% (n = 340,000);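 active = inhibition above the screen-wide average of all tested compounds plus 3 SD, cut at about 25% in these data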;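 note: 0% = enzyme with DMSO only and 100% = wells lacking PAFAH1B3 protein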
Target sequence (Q15102 whole entry, looked up): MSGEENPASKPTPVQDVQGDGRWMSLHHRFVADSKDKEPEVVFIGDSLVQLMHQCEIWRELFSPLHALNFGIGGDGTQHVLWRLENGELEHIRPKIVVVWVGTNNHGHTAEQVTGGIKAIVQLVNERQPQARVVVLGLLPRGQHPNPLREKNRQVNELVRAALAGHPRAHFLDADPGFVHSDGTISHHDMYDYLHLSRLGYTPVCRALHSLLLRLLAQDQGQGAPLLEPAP
GSTO1 counter: inhibitors of recombinant GSTO1, primary screen, counter-screen for RBBP9 inhibitor project, biochemical, fluorescence polarization; Glutathione S-transferase omega-1 (Homo sapiens), P78417; AID 1974, 2009; activity-based probe fluorescence polarization; actives 1.1% (n = 300,000); inhibition, % at 5.96 µM;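 active = inhibition above the campaign mean inhibition plus 3 SD, cut at about 35% in these data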;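 note: 0% = GSTO1-1 with DMSO and 100% = wells lacking GSTO1-1 enzyme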
Target sequence (P78417 whole entry, looked up): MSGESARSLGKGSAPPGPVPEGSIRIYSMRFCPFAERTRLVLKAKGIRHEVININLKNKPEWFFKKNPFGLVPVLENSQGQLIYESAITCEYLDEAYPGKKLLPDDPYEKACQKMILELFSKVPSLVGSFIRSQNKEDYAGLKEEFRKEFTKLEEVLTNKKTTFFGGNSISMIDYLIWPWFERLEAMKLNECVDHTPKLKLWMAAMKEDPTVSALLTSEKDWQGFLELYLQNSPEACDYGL
EBNA-1 inhibitor: EBNA-1 DNA-binding inhibitors, primary screen, biochemical, fluorescence polarization; inhibition, % at 14.8 µM; actives 0.34% (n = 300,000); AID 1950, 2009; in the data active = inhibition above about 28%
An asterisk follows results filed as active; . = no result given. Not all compounds are listed; the hit share may differ from the screen's.

molecule	ZTA DNA inh	LYPLA2 counter	LYPLA1 inh	PREPL inhibitor	PAD4 inh	PAFAH2 FP inh	PAFAH1B3 FP inh	GSTO1 counter	EBNA-1 inhibitor
COc1ccc(S(=O)(=O)NCC2CCC(C(=O)NCc3cccnc3)CC2)cc1 (stereo not drawn)	-1.5	8.4	4.4	-0.9	0.8	-1.9	-2.3	9.8	22.8
N#Cc1c(-c2ccccc2)nc2n(c1=O)CCS2	-42.4	5.1	3.6	11.0	3.6	-3.9	9.3	0.2	-13.2
CCOCCCNC(=S)NCCNc1nc2ccc(C)cc2cc1C#N	7.0	-1.0	-1.5	-0.5	-5.8	2.0	4.0	-1.9	15.9
COc1cc(C(=O)NCC(=O)N/N=C/c2cccc(OC(=O)c3ccco3)c2)cc(OC)c1OC	1.1	5.7	0.1	39.8	0.9	-3.3	-4.3	4.2	1.9
COc1ccc(CCn2nc(C)c([N+](=O)[O-])c2C)cc1	-8.4	7.3	-1.5	3.1	-2.0	0.1	6.3	3.6	-4.6
CCc1nc2nc(C)c(NS(=O)(=O)c3ccc4c(c3)CCCC4)c(=O)n2[nH]1	-2.4	-2.2	1.5	-0.2	0.8	9.4	0.8	4.2	-2.6
N#C/C(=N\Nc1ccccc1F)c1nc(-c2ccccc2)cs1	18.3	4.4	0.8	0.6	1.5	-2.9	2.7	0.5	0.1
CC(Sc1ccc(Cl)cc1)C(=O)NNC(=O)c1ccncc1 (stereo not drawn)	-2.4	2.2	0.5	-0.7	4.1	-5.5	8.6	.	.
Cc1ccc(C)c(N2C(=O)CC(Cc3ccc(Br)cc3)C2=O)c1 (stereo not drawn)	-12.9	-6.0	0.5	13.2	3.5	4.3	-0.5	-0.6	-9.5
COC(=O)C1CCN(C(=O)COC(=O)CCc2nc3ccccc3c(=O)[nH]2)CC1	2.9	5.2	-0.2	3.1	-2.7	3.3	5.1	13.9	8.2
O=C1CCC(C(=O)Nc2ccccc2)N1 (stereo not drawn)	11.7	10.4	5.9	6.0	1.0	0.1	-0.9	4.5	14.3
COc1ccc(NC(=S)N(CCCN2CCCC2)Cc2cccn2Cc2ccc(Cl)cc2)cc1Cl	8.7	-2.7	-3.5	-9.1	-1.1	0.2	6.8	7.0	-0.7

Going on with the list.
molecule	ZTA DNA inh	LYPLA2 counter	LYPLA1 inh	PREPL inhibitor	PAD4 inh	PAFAH2 FP inh	PAFAH1B3 FP inh	GSTO1 counter	EBNA-1 inhibitor
CCN1CCN(Cc2ccccc2NC(=O)Nc2ccc(C)cc2)CC1	-9.1	8.2	0.1	12.4	3.8	-0.4	-3.2	2.6	8.9
O=C(CCCCCn1c(=S)[nH]c2ccc(N3CCOCC3)cc2c1=O)NCc1ccc2c(c1)OCO2	23.2	6.8	-2.6	17.2	3.3	4.2	11.1	15.9	20.1
CCOC(=O)c1ccc(NC(=S)NC2CC(C)(C)NC(C)(C)C2)cc1	4.2	1.3	0.1	6.9	-2.2	-2.1	-3.9	8.9	5.5
Cc1ccc(C(=O)NC(=S)NNC(=O)c2ccccc2[N+](=O)[O-])cc1	-21.4	7.0	2.5	-7.5	-0.1	6.6	9.9	-10.7	-7.6
CCc1nnc(NC(=O)c2n[nH]c(=O)c3ccccc23)s1	17.9	-8.7	-0.4	-4.8	0.9	1.7	2.3	-19.9	2.8
C=CCN(C(=O)c1csnn1)C(C(=O)NCc1ccc(F)cc1)c1cccs1 (stereo not drawn)	2.2	0.9	-0.5	0.1	-7.0	-4.8	9.9	8.9	-1.9
Cc1ccc(NC(=S)Nc2cc(C(=O)O)ccc2N2CC3CC(C2)c2cccc(=O)n2C3)cc1C (stereo not drawn)	-6.1	3.6	2.0	3.3	-2.5	14.8	2.2	-1.1	3.5
O=C(CCc1c[nH]c2ccccc12)N/N=C/c1ccc2c(c1)OCO2	-1.9	1.6	3.0	10.6	-2.8	6.4	-0.2	-6.2	-13.2
Cc1cc(=O)n2c(C)n[nH]c2n1	-4.1	0.1	0.1	10.4	-7.4	1.5	1.6	-2.0	5.9
COc1ccc(C2N(S(=O)(=O)c3ccc(C)cc3)CCN2S(=O)(=O)c2ccc(C)cc2)cc1	-0.8	4.8	-3.3	-11.3	-1.4	-6.6	-3.3	-3.3	-2.2
Cc1cccc(C)c1NC(=O)CN(C)C(=O)Cc1cccc(C(F)(F)F)c1	4.5	-3.7	-3.4	-9.3	0.8	-6.6	-6.7	5.5	-1.2
O=C(NC(CC(=O)N1CCN(c2ccccc2O)CC1)c1ccccc1)c1ccccc1Cl (stereo not drawn)	-12.8	2.9	2.3	11.3	0.1	-4.7	-7.3	.	.

Going on with the list.
molecule	ZTA DNA inh	LYPLA2 counter	LYPLA1 inh	PREPL inhibitor	PAD4 inh	PAFAH2 FP inh	PAFAH1B3 FP inh	GSTO1 counter	EBNA-1 inhibitor
O=C(COc1ccc([N+](=O)[O-])cc1)NNC(=O)c1cccnc1	2.0	-3.4	0.0	-1.7	-2.1	7.0	3.8	1.1	-4.9
O=C(/C=C/c1cccs1)NCc1cccnc1	-3.3	0.9	1.6	-12.3	-2.2	-2.3	-1.9	0.7	7.3
CC1=C(C(=O)OC(C)(C)C)C(c2ccc3ccccc3c2)NC(=O)N1C (stereo not drawn)	-6.2	2.3	0.7	-35.8	1.9	17.7	0.0	-0.5	-9.0
COc1ccc(C(=O)Nc2c(N)nc(SCC(=O)Nc3ccc(NC(C)=O)cc3)[nH]c2=O)cc1	-1.8	-1.4	2.5	17.1	-5.2	-5.7	3.6	3.9	-12.9
O=C(NC1CCCCC1)N(Cc1cc2cc3c(cc2[nH]c1=O)OCCO3)C1CCCCC1	2.4	1.2	-1.5	14.0	3.6	16.5	10.9	-1.0	-5.3
CCCCNC(=O)C1CCN(c2nc(C)cc(C)n2)CC1	-1.3	5.7	2.2	6.1	-0.8	-2.8	6.4	7.6	5.5
CCOc1ccccc1CNC(=O)C1CCCN(c2ncnc3c2nc2n3CCCCC2)C1 (stereo not drawn)	-0.3	7.0	4.6	10.9	-0.4	-3.3	10.1	-4.8	-6.4
CN1C(=O)c2ccccc2N(C)C1c1ccc2c(c1)OCO2 (stereo not drawn)	2.3	-9.1	-2.5	-0.3	-0.9	-0.1	-1.0	5.7	14.6
CC(=O)NS(=O)(=O)c1ccc(N/C(N)=N/c2nc(C)cc(C)n2)cc1	-6.1	-4.8	0.9	1.1	-0.8	0.3	8.2	6.2	-8.7
COc1ccc(-c2cc(C(=O)N3CCOCC3)c3cc(C)ccc3n2)cc1	-5.1	1.5	0.4	17.6	-3.4	-0.3	7.1	-0.3	-5.0
COCCN(C(=O)CSc1ncn[nH]1)c1c(N)n(Cc2ccccc2)c(=O)[nH]c1=O	2.8	-2.6	0.8	7.0	-4.3	1.6	5.8	4.0	4.6
O=C1c2ccc(Oc3ccc4c(c3)C(=O)N(CCCCO)C4=O)cc2C(=O)N1CCCCO	5.5	29.4*	1.0	-3.2	-4.7	4.1	5.4	-1.0	-1.0

Of the compounds above, these have two or more sulfur atoms.
molecule	ZTA DNA inh	LYPLA2 counter	LYPLA1 inh	PREPL inhibitor	PAD4 inh	PAFAH2 FP inh	PAFAH1B3 FP inh	GSTO1 counter	EBNA-1 inhibitor
C=CCN(C(=O)c1csnn1)C(C(=O)NCc1ccc(F)cc1)c1cccs1 (stereo not drawn)	2.2	0.9	-0.5	0.1	-7.0	-4.8	9.9	8.9	-1.9
COc1ccc(C2N(S(=O)(=O)c3ccc(C)cc3)CCN2S(=O)(=O)c2ccc(C)cc2)cc1	-0.8	4.8	-3.3	-11.3	-1.4	-6.6	-3.3	-3.3	-2.2

Next part
molecule	ZTA DNA inh	LYPLA2 counter	LYPLA1 inh	PREPL inhibitor	PAD4 inh	PAFAH2 FP inh	PAFAH1B3 FP inh	GSTO1 counter	EBNA-1 inhibitor
Cc1cc(C)n2[nH]c(=O)c(N=Nc3cccc(Cl)c3)c2n1	-13.8	18.4	4.7	-0.4	-0.9	-2.5	2.3	23.8	-6.2
N#Cc1cccc(NC(=O)COC(=O)CCc2nc3ccccc3c(=O)[nH]2)c1	10.0	3.9	3.7	2.2	3.6	-2.6	3.7	4.1	-3.4
CC(=O)C1=C(C)NC(SCc2ccc(C#N)cc2)=C(C#N)C1c1ccco1 (stereo not drawn)	-5.1	9.3	-1.5	29.4	0.5	3.5	9.8	-7.6	-8.8
Cc1noc(C)c1C(=O)N1CCCC(N2CCN(c3cccc(C(F)(F)F)c3)CC2)C1 (stereo not drawn)	-6.4	30.2*	2.7	14.7	2.5	4.6	7.1	1.8	-12.5
Cc1ccc(/C=C2\Oc3c(ccc(O)c3CN3CCN(CCO)CC3)C2=O)cc1	10.0	-5.2	-1.4	6.1	-2.3	17.9	3.1	0.2	1.0
CC(N=C1NS(=O)(=O)c2ccccc21)C(=O)NCc1ccc(F)cc1 (stereo not drawn)	.	.	.	-1.3	-2.0	0.9	5.2	.	.
CNc1cc(F)nc(F)n1	-5.1	-1.7	-3.4	10.9	2.3	0.0	7.4	7.2	12.2
O=C(CSc1ccccn1)Nc1ccc2c(c1)CCC2	2.0	-6.7	1.0	-6.0	0.2	2.9	3.8	3.0	-4.4
CN(C)c1ccc(/C=N\NC(=S)SCN2C(=O)C3CCC(C)(C2=O)C3(C)C)cc1 (stereo not drawn)	-16.1	-1.5	-4.7	14.8	-1.7	13.1	14.8	-7.4	0.6
CNC(=O)/C(C#N)=C1\SC(Cc2ccc(F)cc2)C(=O)N1c1ccccc1C (stereo not drawn)	2.7	-0.6	0.3	21.2	-1.7	0.5	9.5	13.2	-6.6
CCCCCOc1ccc(Br)cc1/C(C)=N/NC1=NCCN1	12.8	5.0	3.5	6.0	3.8	0.5	9.7	32.2	6.6
C=CCc1cc(Cl)ccc1OCCOCCNCCOC	-10.2	3.0	1.1	-23.6	-7.1	1.2	0.4	-1.5	1.7
O=C(Cc1ccccc1F)Nc1ccc(S(=O)(=O)Nc2ncccn2)cc1	-4.8	2.3	-5.5	0.3	0.6	9.0	7.4	1.0	-1.8
CCCCN1C(Nc2ccccc2)=NC[C@@H]1Cc1ccccc1	6.9	9.6	3.4	5.9	-3.2	9.7	-3.2	-1.8	5.6

Compound activity (PubChem BioAssay)
